# KDM5B inhibitor: Primary screen for KDM5B Histone Demethylases FDH-coupled qHTS. Potency, µM (highest dose often 57.7 µM), for inactives: at the highest dose activity change, negative = inhibition, most hits filed as inhibitors. KDM5B demethylase, FDH-coupled NADH fluorescence (FDH is formaldehyde dehydrogenase). 2.6% of 220,000 active; active means well fitted inhibition curve with a large enough effect; inconclusive means small, poorly fitted or top-dose-only effect; inactive means no such curve, though single readings can be large or run the other way; further: 0% is about no effect; nearly all actives have a fitted effect of over 70% in size
# Target sequence (Q9UGL1 whole entry, looked up): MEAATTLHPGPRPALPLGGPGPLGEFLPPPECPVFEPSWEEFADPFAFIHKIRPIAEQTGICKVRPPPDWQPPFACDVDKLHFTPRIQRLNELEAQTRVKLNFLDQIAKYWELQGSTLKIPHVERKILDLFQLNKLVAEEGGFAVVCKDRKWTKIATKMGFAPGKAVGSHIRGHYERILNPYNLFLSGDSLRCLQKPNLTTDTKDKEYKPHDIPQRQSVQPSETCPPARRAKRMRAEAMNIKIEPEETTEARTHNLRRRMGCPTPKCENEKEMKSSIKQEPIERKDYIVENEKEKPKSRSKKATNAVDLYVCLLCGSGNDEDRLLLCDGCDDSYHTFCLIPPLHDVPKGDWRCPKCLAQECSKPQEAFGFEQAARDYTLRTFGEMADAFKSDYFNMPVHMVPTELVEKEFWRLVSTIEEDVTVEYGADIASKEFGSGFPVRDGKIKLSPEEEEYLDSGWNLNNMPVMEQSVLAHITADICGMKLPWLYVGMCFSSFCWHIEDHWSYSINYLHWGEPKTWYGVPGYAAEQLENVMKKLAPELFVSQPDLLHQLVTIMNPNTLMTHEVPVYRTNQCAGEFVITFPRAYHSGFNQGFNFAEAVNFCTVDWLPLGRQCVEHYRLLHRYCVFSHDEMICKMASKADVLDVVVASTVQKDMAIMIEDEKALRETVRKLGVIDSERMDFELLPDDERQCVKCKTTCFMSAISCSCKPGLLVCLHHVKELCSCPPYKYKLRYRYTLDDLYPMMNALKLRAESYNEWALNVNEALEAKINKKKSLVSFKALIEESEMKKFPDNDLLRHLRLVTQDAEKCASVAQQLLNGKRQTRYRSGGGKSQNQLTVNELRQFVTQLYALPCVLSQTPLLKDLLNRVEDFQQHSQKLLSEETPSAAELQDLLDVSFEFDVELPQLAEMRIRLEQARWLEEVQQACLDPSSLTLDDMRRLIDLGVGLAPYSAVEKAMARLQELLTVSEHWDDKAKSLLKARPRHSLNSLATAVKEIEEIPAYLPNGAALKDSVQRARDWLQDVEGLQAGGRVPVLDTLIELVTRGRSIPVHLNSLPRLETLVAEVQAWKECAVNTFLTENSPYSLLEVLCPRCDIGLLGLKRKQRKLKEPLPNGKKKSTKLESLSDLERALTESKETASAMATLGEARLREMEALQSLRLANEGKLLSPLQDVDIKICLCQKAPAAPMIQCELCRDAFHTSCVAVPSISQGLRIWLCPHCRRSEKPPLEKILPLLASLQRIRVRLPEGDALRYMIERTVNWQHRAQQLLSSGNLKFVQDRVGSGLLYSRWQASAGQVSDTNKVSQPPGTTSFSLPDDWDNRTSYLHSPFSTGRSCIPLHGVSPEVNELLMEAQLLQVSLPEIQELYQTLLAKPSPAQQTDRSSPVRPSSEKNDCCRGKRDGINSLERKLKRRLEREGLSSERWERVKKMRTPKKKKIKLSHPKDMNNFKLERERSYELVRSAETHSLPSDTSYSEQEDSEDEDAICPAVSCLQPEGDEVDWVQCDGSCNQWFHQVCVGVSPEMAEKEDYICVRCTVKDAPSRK
#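 KDM5BΔAP (200 nM final) in 50 mM HEPES pH 7.5, 0.01% Tween-20 was preincubated 10 min at RT with compound over a concentration range. Substrate mix (H3K4me3 12.5 µM, α-KG 25 µM, Fe²⁺, ascorbate, NAD⁺, FDH) was added, and NADH fluorescence change over 30 min gave dose-response curves.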
# The depositor's hits bear a star; ? = inconclusive; [ ] = another dose, or the depositor's remark. Potency means the concentration at half of the fitted maximal effect. An excerpt; the hit share may differ from the screen's.
SMILES,KDM5B inhibitor
COCCCN1CC2(CCC1=O)CCN(C(=O)C1CCCCn3nnnc31)CC2 (stereo not drawn),41%[activator]
CC(C)N1C[C@@H]2OCC(=O)N(Cc3ccccc3)[C@@H]2C1,-17%[115 µM]
CCCCN(C(=O)CCC(=O)Nc1cc(C)on1)C(C(=O)NC1CCCC1)c1ccc(F)cc1 (stereo not drawn),-9%
Cc1nc2sc(C(N)=O)c(N)c2c(-c2ccc(Br)cc2)c1C(=O)Nc1ccc(Cl)cc1,?
CCCC(C)C(=O)Nc1nnc(Cc2ccc(OC)c(OC)c2)s1 (stereo not drawn),9%
CCC(=O)N1CCc2c(C(=O)NCc3cccc(OC)c3OC)cccc21,-14%
Cc1nn2c(c1-c1ccccc1C(N)=O)N(CCCc1ccccc1)CCC2,32µM*
COc1ccc(-c2ccc(C#N)c(SCC(=O)Nc3cc(OC)ccc3OC)n2)cc1,-4%
CC(C)c1ccc(NC(=O)CN(c2ccnn2C(C)C)S(=O)(=O)c2ccccc2)cc1,-17%
O=C(Nc1nnc(Cc2ccccc2)s1)c1nn(Cc2ccccc2)c(=O)c2ccccc12,7%
COc1ccc(NC(=O)c2c(Cl)cccc2Cl)cc1,25%
CCc1nc(NC(=O)c2sc(C)nc2C)sc1C(=O)OC,-4%
CC(Sc1ccc2ccccc2n1)C(=O)NC(N)=O (stereo not drawn),9%
CC1Sc2ccc(S(=O)(=O)CCC(=O)NC3CCCCCCC3)cc2NC1=O (stereo not drawn),3%
c1ccc([C@@H]2CN(C3CCOCC3)C[C@H]2COc2cccnc2)nc1,?
CC(C)C(Sc1nnc(-c2ccccc2)o1)C(=O)NCc1cccnc1 (stereo not drawn),11%
O=C(NC1CCC(c2ccccc2)CC1)C1CC2CCCC(C1)C2=O (stereo not drawn),-7%
CS(=O)(=O)NCC1CCCN(C(=O)c2ccc3ccccc3n2)C1 (stereo not drawn),12%
CC(=O)Nc1ccc(NC(=O)CN2C(=O)CN(C)C(=O)c3ccccc32)cc1,-5%
Cc1ccc(/C(O)=C2\C(=O)C(=O)N(c3nnc(C)s3)C2c2ccc(C)cc2)cc1 (stereo not drawn),-18%
Cc1cc(C(=O)N2CCCC(c3nn(C)c(=O)n3-c3ccccc3)C2)no1 (stereo not drawn),12%
CCOc1ccccc1N(C)S(=O)(=O)c1ccc2c(c1)CCN2C(=O)CCC(=O)O,9%
COCc1ccc2c(c1)c(OC(C)(C)C(=O)NCCN1CCOCC1)nn2Cc1cccnc1,3%
C=C(C)COc1cccc(NC(=O)c2ccccc2)c1,13%
Cn1c(=O)c2c(nc(CN(Cc3ccccc3)Cc3ccccc3)n2CCCO)n(C)c1=O,9%
COc1ccc(NCCC(O)c2ccc(Cl)cc2)cc1 (stereo not drawn),3%
COc1cccc(CN2CCOC3CCN(C(=O)c4ccccc4)CC3C2=O)c1 (stereo not drawn),-10%[86.2 µM]
CC(C)Oc1ccc(CNC(=O)c2ccc3nc(SCc4ccc(F)cc4)n(C)c3c2)cc1,-47%
COc1ccc(-c2c(C)c3ccc(O)c(CN4CCCCC4C)c3oc2=O)cc1OC (stereo not drawn),?
Cn1cccc1CN1CCC2(CC1)CNC(=O)c1ccccc1O2,?
COc1cc2c(cc1CN1C[C@H]3CC[C@@H]1CN(C(=O)c1cnccn1)C3)CCC2,?
C=CCNC(=O)C(C)OC(=O)c1cc2ccc(OC)cc2nc1C (stereo not drawn),?
COc1ccc(C2=NC(C(F)(F)F)(C(F)(F)F)N=C(N3CCOCC3)O2)cc1,5%
CN1CCCN(C(=O)c2ccncc2)c2ccccc21,-3%
COc1ccc(C2CCCN2Cc2cc(=O)oc3cc(C)ccc23)cc1 (stereo not drawn),-6%
Cc1ccc(NC(=O)c2cc(S(=O)(=O)N3CCC(C)CC3)cn2C)cc1Cl,15%
Cc1ccccc1OCCC(=O)OCC(=O)Nc1ccc(N2CCOCC2)cc1,?
COc1ccc(-c2nc(C3CC3)nc3c2CN(C(=O)c2ccccn2)CC3)cc1,?
Cc1nn2c(NCc3cccnc3)c3c(nc2c1-c1ccccc1)CCC3,23%
Cc1cc(C(=O)OCC(=O)NC(=O)NC(C)C)c2ccccc2n1,-24%

# Nothing new here: an excerpt of the list.
SMILES,KDM5B inhibitor
C=C(C)COc1cccc(NC(=O)c2ccccc2)c1,13%
Cn1c(=O)c2c(nc(CN(Cc3ccccc3)Cc3ccccc3)n2CCCO)n(C)c1=O,9%
COc1ccc(NCCC(O)c2ccc(Cl)cc2)cc1 (stereo not drawn),3%
COc1cccc(CN2CCOC3CCN(C(=O)c4ccccc4)CC3C2=O)c1 (stereo not drawn),-10%[86.2 µM]
CC(C)Oc1ccc(CNC(=O)c2ccc3nc(SCc4ccc(F)cc4)n(C)c3c2)cc1,-47%
COc1ccc(-c2c(C)c3ccc(O)c(CN4CCCCC4C)c3oc2=O)cc1OC (stereo not drawn),?
Cn1cccc1CN1CCC2(CC1)CNC(=O)c1ccccc1O2,?
COc1cc2c(cc1CN1C[C@H]3CC[C@@H]1CN(C(=O)c1cnccn1)C3)CCC2,?
C=CCNC(=O)C(C)OC(=O)c1cc2ccc(OC)cc2nc1C (stereo not drawn),?
COc1ccc(C2=NC(C(F)(F)F)(C(F)(F)F)N=C(N3CCOCC3)O2)cc1,5%
CN1CCCN(C(=O)c2ccncc2)c2ccccc21,-3%
COc1ccc(C2CCCN2Cc2cc(=O)oc3cc(C)ccc23)cc1 (stereo not drawn),-6%
Cc1ccc(NC(=O)c2cc(S(=O)(=O)N3CCC(C)CC3)cn2C)cc1Cl,15%
Cc1ccccc1OCCC(=O)OCC(=O)Nc1ccc(N2CCOCC2)cc1,?

# Next part.
SMILES,KDM5B inhibitor
CCCc1nn2c(=O)cc(COC(=O)c3ccccc3NC(=O)c3cccs3)nc2s1,0%
O=C1NCc2ccccc2CC12CCCN2Cc1ccccc1Cl (stereo not drawn),-5%[149 µM]
CNC(=O)N1CCCN(S(C)(=O)=O)C(c2ccccc2)CC(=O)NCC1 (stereo not drawn),-1%
CCc1cc(C(=O)N2CCCc3ccccc32)sc1C,-8%
COc1ccc(CCc2nc(C3CC(=O)N(c4ccc(F)c(Cl)c4)C3)no2)cc1 (stereo not drawn),-26%
CC(C)N1C[C@@H](CO)[C@H](c2nc(-c3cccnc3)no2)C1,-19%
CCC(=O)N1CCC(c2noc(CO)n2)C1 (stereo not drawn),17%
Cn1nc(C(=O)OCC(=O)Nc2cccc(C(F)(F)F)c2)c2ccccc2c1=O,15%
Cc1oc2cc(OCC(=O)N3CCCCCC3)ccc2c(=O)c1-c1ccc(Cl)cc1,7%
Cn1ccnc1-c1cn(CCNC(=O)c2ccc(F)cc2)nn1,?
COc1cccc(OCCn2c(CN3CCCCC3)nc3ccccc32)c1,16%
CCOC(=O)c1[nH]c(C)c(C(=O)Cn2cnc3ccccc3c2=O)c1C,11%
CCC1Oc2ccc(NC(=O)c3ccccc3F)cc2CN(Cc2ccc3c(c2)OCO3)C1=O (stereo not drawn),?
Cc1nc2c(cnn2C(C)C)cc1C(=O)N(C)Cc1cccc(Cl)c1,-6%
COc1ccc(S(=O)(=O)N2CCN(c3ccccc3)CC2)cc1OC,-67%
N#Cc1cccc(Cn2c(=O)c3c(ncn3C3CCCC3)n(Cc3ccccc3)c2=O)c1,7%
CCN(C(=O)COC(=O)c1cc(=O)[nH]c2ccccc12)c1c(N)n(Cc2ccccc2)c(=O)[nH]c1=O,-21%
CCN1CCN(C(c2cccs2)C(C)NC(=S)NC2CCCCC2)CC1 (stereo not drawn),22%
CCOc1cccc(-c2nnc(CCC(=O)NCCC(C)C)c(=O)[nH]2)c1,4%
CCN(CC)C(=O)c1ccc(CN2C(=O)NC3(CCS(=O)(=O)CC3)C2=O)cc1,-16%

# 3 entries out of the list above, ordered by the value under KDM5B inhibitor, largest number first.
mol	KDM5B inhibitor
CCC(=O)N1CCC(c2noc(CO)n2)C1 (stereo not drawn)	17%
CCN(CC)C(=O)c1ccc(CN2C(=O)NC3(CCS(=O)(=O)CC3)C2=O)cc1	-16%
CCN(C(=O)COC(=O)c1cc(=O)[nH]c2ccccc12)c1c(N)n(Cc2ccccc2)c(=O)[nH]c1=O	-21%

# Carrying on.
SMILES,KDM5B inhibitor
CCC1(C(=O)N2CCc3ccccc3C2)CCCCC(=O)N1 (stereo not drawn),?
O=[N+]([O-])c1ccc2c(c1)C(O)n1nc(-c3ccccc3)nc1S2 (stereo not drawn),23%
Cc1nc(N2CCCC2)cc(N2CCN(C(=O)c3cccc(C(F)(F)F)c3)CC2)n1,4%
CCOC(=O)c1c(Nc2ccc(OCC)cc2)nnc(-c2ccccc2)c1-c1ccccc1,-53%
Cc1ccccc1N1Cc2c(NCCc3ccc(F)cc3)ncnc2N(C)CC1=O,-12%
CN(C)Cc1cn(C[C@H]2C[C@@H](NC(=O)Nc3cccnc3)[C@H](O)[C@@H]2O)nn1,?
Nc1nccc(/C=C/c2c(Cl)cccc2Cl)n1,?
Cc1ccc(CNC(=O)c2nn(C)c3c2CSc2ccc(C)cc2-3)cc1,?
O=C(NCc1ccncc1)C1(c2cccc(C(F)(F)F)c2)CCOCC1,22%
COc1ccccc1CC(=O)NCc1nnc2c(-c3nc(C(C)C)no3)cccn12,?
Cc1cc(C)c(NC(=O)CN2C(=O)C3(SCC(=O)N3c3ccc(F)cc3)c3ccccc32)c(C)c1 (stereo not drawn),2%
CCc1ccc2c(CN3CCC(C(=O)OC)CC3)cc(=O)oc2c1,-9%
CCN1CCN(C(=O)C(C)Sc2cc(C)c3cccc(C)c3n2)CC1 (stereo not drawn),8%
CN(C)C[C@@H]1CN(C2CCOCC2)C[C@H]1NC(=O)c1cnco1,?
CCc1ccc(NC(=O)c2cc(=O)c3ccccc3o2)cc1,5%
Cc1cnc(C(=O)N2CC(c3nc(CCOCC4CC4)no3)C2)cn1,13%
CC1=Nc2cc(C(=O)NCCc3ccc(Cl)cc3)ccc2Sc2c(C)ccc(C)c21,-15%
O=C(c1ccc[n+]([O-])c1)N1CCOC(CC(c2ccccc2)c2ccccc2)C1 (stereo not drawn),22%
O=c1c2c(CO)c(-c3ccc(F)cc3)nn2ccn1Cc1ccccc1Cl,?
Cc1ccccc1-c1nc(C#N)c(N2CCC(C)CC2)o1,?
CCOC(=O)c1c(C)oc2ccc(N(C(=O)Oc3ccccc3)S(=O)(=O)c3ccc(CC)cc3)cc12,-29%
O=C(CSc1cn(CC(=O)N2CCCCC2)c2ccccc12)NCc1ccc(F)cc1,-17%
COc1cc(NC(=O)C2CCc3ncc(-c4ccsc4)n3C2)cc(OC)c1 (stereo not drawn),-9%
O=C(NCCN1CCCC1)c1ccc(-c2ccc(N3CCSCC3)nc2)cc1,25µM*
COc1ccc(N2CC(C(=O)N3CCC(C(=O)N4CCC(C#N)CC4)C3)NC2=O)cc1 (stereo not drawn),-7%
COCCCNC(=O)c1nc(-c2cccc3[nH]ccc23)no1,-4%
CCC[C@@H]1CN(C(=O)c2ccc(OC)o2)C[C@H]1C(=O)O,?
COCCC1(C(=O)O)CCCN(C(=O)CCc2c(C)n[nH]c2C)C1 (stereo not drawn),4%
CCn1c(CN(C)C)nnc1C1CCN(Cc2cnc(N(C)C)s2)CC1,5%
CN1CC(=O)N(C2CCCNC2)Cc2c1ncnc2N1CCCN(Cc2ccccc2)CC1 (stereo not drawn),?
N#Cc1cccc(NC(=O)NCCNC(=O)Nc2cccc(C#N)c2)c1,-1%
CCOc1ccc(NC(=O)/C(C#N)=C\c2ccc(-c3ccc(Cl)cc3)o2)cc1,?
CS(=O)(=O)N1CCCc2cc(C(=O)Nc3cccc(C(F)(F)F)c3)ccc21,-18%
O=C(Nc1c(Cl)cccc1Cl)C1CC1(c1ccccc1)c1ccccc1 (stereo not drawn),-12%
COC(=O)c1ccc2c(c1)nc1n2[C@@H](CNC(=O)C2CC2)COC1,4%[86.2 µM]
Cc1ccc(NC(=O)c2ccccc2C)c(Br)c1,12%
CCCNC(=O)N1CCCCCC1CN1CCCC1 (stereo not drawn),25µM*
COc1ccc(CCNC(=O)Cn2nc(C)c3c(C)n(-c4ccc(C)cc4)nc3c2=O)c(OC)c1,-24%
COc1ccc(NC(=O)C2CCN(C3=NS(=O)(=O)C(c4ccc(C)c(C)c4)=C3C)CC2)c(OC)c1,-26%
COc1ccccc1CSc1nc2n(n1)C(c1ccccc1)C(C(=O)Nc1ccc(C)cc1)=C(C)N2 (stereo not drawn),-5%
CC(=O)Nc1c(-c2cc(=O)oc3c(C)c(C)ccc23)oc2ccccc12,5%
Cc1ccccc1CNC(=O)c1ccc(Cn2c(SCc3cccc(F)c3)nc3cccnc32)cc1,?
CCCC(=O)N1CCCC(c2noc(COc3ccccc3F)n2)C1 (stereo not drawn),-8%
Cc1ccc(Cl)cc1NC(=O)CN1CCC2(CC1)OCCO2,5%
CCn1cc(C#N)c(=O)n(Cc2coc(-c3ccc(Cl)cc3)n2)c1=O,-3%
NC(=O)N/N=C/c1cccc(Br)c1,-6%
COc1ccc(CCC(=O)N2CC(F)(F)C[C@H]2c2nnc(C)o2)cc1,2%
O=C(CC1CCOC2(CCN(S(=O)(=O)Cc3ccccc3F)CC2)C1)NC1CC1 (stereo not drawn),-15%
COc1ccccc1CNS(=O)(=O)c1cc(-c2cc(C(F)(F)F)on2)ccc1C,-21%
COc1ccccc1-c1[nH]nc2ncc(CNc3ccccn3)nc12,5%[86.2 µM]
CC(C)Oc1ccc(C2CC(=O)N(Nc3ccc([N+](=O)[O-])cc3[N+](=O)[O-])C2=O)cc1 (stereo not drawn),30%
COc1cccc(CNC(=O)[C@@H]2C[C@@H](O)CN2C2CCN(C(=O)CCc3ccccc3)CC2)c1,-6%
c1coc(-c2nn3c(COc4ccc5c(c4)OCO5)nnc3s2)c1,5%
COc1ccc(CN2CCC(N3CC4CCCN4C3=O)CC2)cc1 (stereo not drawn),7%[86.2 µM]
